D2 ag: agonists of human D2 dopamine receptor | actives 0.53% (n = 340,000) | activation, % at 2 µM | HEK293 T-REx D2 cells, calcium flux agonist mode;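 active = activation over 3 SD above normal in the single-dose calcium agonist read, cut at about 30% in these data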; note: 0% is about no effect
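Agonism scored from kinetic calcium signal (1 read/sec, 180 s) following compound pin transfer, after a 10 s baseline. Cells: HEK293 Trex line expressing inducible D2 receptor coupled to calcium, dye-loaded after overnight culture at 30 C.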
TrxR1 inh: blocks rat thioredoxin reductase 1. O89049. recombinant rTrxR1, NADPH fluorescence consumption, selenite substrate. Potency, µM (highest dose often 114 µM), for the others: at the top dose activity change, negative = inhibition, most hits filed as inhibitors. actives 1% (n = 390,000); note: potency is the fitted concentration of half-maximal effect; % is set by controls: 0 for no effect and ±100 for the full control effect; nearly all actives have a fitted effect of over 65% in size
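Rat TrxR1 (90 nM in the dispensed reagent) was pre-reduced with 400 uM NADPH for 5 min at room temperature, then incubated with compound for 15 min. After 400 uM selenite was added, NADPH fluorescence (Ex 340/Em 450 nm) was followed for 8 min.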
TRHR PAM: TRH receptor (human) allosteric enhancement | P34981 | TRHR cells, fluo-8 calcium fluorescence, EC20 TRH enhancement | enhancement, % at 2 µM | actives 0.66% (n = 360,000) | AID 493056; in the data active = enhancement above about 30%; note: 0% is about no effect
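TRHR-expressing cells loaded with fluo-8 calcium dye were read kinetically (ex 480/em 530) during compound addition, then stimulated with an EC20 of TRH (10 nM final). Enhancement of the Gq-mediated intracellular calcium response was scored.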
D2 antag: antagonizes the human D2 dopamine receptor; HEK293 TREx D2 cells, calcium flux, dopamine EC80; inhibition, % at 10 µM; P14416; actives 2% (n = 340,000); AID 485344; in the data active = inhibition above about 30%; note: 0% is about no effect
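Calcium mobilization kinetics were recorded at 1 s intervals in tetracycline-induced HEK293 T-REx D2 cells, first for 180 s after compound addition and then 180 s after EC80 dopamine.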
TRHR agonist: activates the human TRH receptor. P34981. TRHR cells, calcium flux fluo-8, FDSS agonist mode. activation, % at 2 µM. actives 0.18% (n = 360,000). AID 493084; in the data active = activation above about 30%; note: 0% is about no effect
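In this calcium-flux screen, cells bearing human TRHR are dye-loaded with fluo-8, baselined for 10 cycles, then exposed to library compounds; positive kinetic calcium responses during the agonist phase mark hits, with TRH as control.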
PI4K2A inh: inhibitors of human PI4K2A; purified PI4K2A, ADP-Glo luminescence, 1 h; active compounds read low; activity change, negative = inhibition, % at 76.9 µM; actives 0.13% (n = 420,000); in the data active = activity change below about -50%; inconclusive = mostly about -30% to -49%;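 note: -100% = wells without enzyme as full effect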
Target sequence (Q9BTU6 whole entry, looked up): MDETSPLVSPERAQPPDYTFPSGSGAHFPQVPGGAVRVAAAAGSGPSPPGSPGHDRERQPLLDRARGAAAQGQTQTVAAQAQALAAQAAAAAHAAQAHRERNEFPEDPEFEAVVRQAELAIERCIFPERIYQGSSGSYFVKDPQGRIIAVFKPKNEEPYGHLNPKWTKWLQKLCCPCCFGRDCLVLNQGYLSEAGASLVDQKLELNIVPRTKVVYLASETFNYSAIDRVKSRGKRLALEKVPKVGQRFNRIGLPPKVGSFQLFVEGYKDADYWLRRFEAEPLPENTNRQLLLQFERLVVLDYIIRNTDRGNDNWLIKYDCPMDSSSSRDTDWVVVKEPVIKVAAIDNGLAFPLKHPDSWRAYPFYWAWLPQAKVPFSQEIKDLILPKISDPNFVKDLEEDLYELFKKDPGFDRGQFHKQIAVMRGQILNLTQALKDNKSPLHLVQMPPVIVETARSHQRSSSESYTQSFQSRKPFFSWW
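In this quantitative HTS, ADP production by PI4K2A was quantified luminescently after 1 h at ambient temperature; 100 microM adenosine served as plate-quality control.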
USP1 inh: inhibitors of human USP1/UAF1 deubiquitinase | Potency, µM (highest dose often 57.1 µM), without a hit: at the highest dose activity change, negative = inhibition, actives largely listed as inhibitors | recombinant USP1/UAF1, Ub-Rhodamine cleavage fluorescence | O94782 | actives 0.23% (n = 390,000); note: potency is the fitted concentration of half-maximal effect; % is set by controls: 0 for no effect and ±100 for the full control effect; nearly all actives have a fitted effect of over 60% in size; inactives centre near -12
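1 nM enzyme complex + cpd, 15 min RT; start with Ub-Rho 150nM final; kinetic fluorescence ex 480/em 540, 6 reads q60 s. Buffer 50mM HEPES pH 7.8, 0.5mM EDTA, 0.1 mg/ml BSA, 1mM TCEP, 0.01% Tween-20.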
mIDH1 inhibitor: human IDH1 R132H inhibition; O75874; IDH1-R132H enzyme, NADPH consumption, diaphorase/resazurin fluorescence; Potency, µM (titrated, usually from 76.6 µM), for inactives: at the top dose activity change, negative = inhibition, usual class: inhibitors; actives 0.093% (n = 390,000); AID 602179; note: potency is the fitted concentration of half-maximal effect; % is set by controls: 0 for no effect and ±100 for the full control effect; nearly all actives have a fitted effect of over 65% in size
Target sequence (O75874 whole entry R132H, stated change not applied): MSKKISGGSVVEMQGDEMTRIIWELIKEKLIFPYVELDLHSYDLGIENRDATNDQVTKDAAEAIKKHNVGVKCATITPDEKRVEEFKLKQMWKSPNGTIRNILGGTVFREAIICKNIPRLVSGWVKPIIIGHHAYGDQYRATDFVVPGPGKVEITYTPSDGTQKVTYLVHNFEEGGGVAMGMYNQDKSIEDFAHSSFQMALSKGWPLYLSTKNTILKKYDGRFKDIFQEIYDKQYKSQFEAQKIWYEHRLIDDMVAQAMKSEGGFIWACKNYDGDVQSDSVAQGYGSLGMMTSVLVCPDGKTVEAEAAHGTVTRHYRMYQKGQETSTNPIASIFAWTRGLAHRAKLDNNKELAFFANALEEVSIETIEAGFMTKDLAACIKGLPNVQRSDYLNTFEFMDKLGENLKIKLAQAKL
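IDH1-R132H (0.5 ug/mL) preincubated 30 min with compound, then NADPH (0.016 mM) and alpha-KG (2 mM) added; 80 min at RT, pH 7.5. Remaining NADPH coupled via diaphorase/resazurin to fluorescence (540/590 nm); concentration-response curves normalized to no-enzyme control.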
TrxR1 substrate: rat thioredoxin reductase 1 substrate activity; O89049; purified TrxR1 substrate turnover, NADPH consumption readout; Potency, µM (doses to about 114 µM), for the others: at the top dose activity change, negative = substrate turnover; actives 0.01% (n = 390,000); note: potency is the fitted concentration of half-maximal effect; % is set by controls: 0 for no effect and ±100 for the full control effect; nearly all actives have a fitted effect of over 50% in size
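Rat TrxR1, dispensed at 90 nM, was prereduced with 400 uM NADPH (final) for 5 min at ~22 deg C, then incubated with compound 15 min before 400 uM selenite. A first-read NADPH fluorescence drop versus no-compound background flagged substrates.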
* hit, by the source's call; u = inconclusive; x = no result given; & = joins results of further samples; [ ] = remark or other dose. Unless noted, calls come from the whole dose curve; as a rule, active = well fitted inhibition curve with a large enough effect; inconclusive = small, poorly fitted or top-dose-only effect; inactive = no such curve, though single readings can be large or run the other way.

# | Structure | TRHR agonist | D2 ag | mIDH1 inhibitor | USP1 inh | D2 antag
1 | CC1=CC(=O)C(C(C)=Nc2cccc(Cl)c2)C(=O)O1 (stereo unspecified) | x | x | 5.7% | -7.7% | x
2 | Cc1cc(F)ccc1S(=O)(=O)Nc1ccccc1C(=O)NCc1cccnc1 | -0.7 | 0.2 | 4.1% | -11.4% | -0.4
3 | Cc1ccccc1OCC(O)Cn1c(SC(C)C)nc2c1c(=O)[nH]c(=O)n2C (stereo unspecified) | -1.2 | -0.5 | 9.2% | -12.4% | -6.2
4 | COCC(=O)N1CCC(Oc2ccc(C(=O)N3CCCCCCC3)cc2)CC1 | 1.1 | 0.7 | 7.2% | -5.5% | -11.3
5 | COc1ccc(CCNC(=O)C2CCN(S(=O)(=O)c3ccc4nc5c(c(C(=O)O)c4c3)CCCC5)CC2)cc1OC | 0.7 | 0.4 | -8.0% | -17.2% | 2.9
6 | CCC(CC)=NNc1ccc([N+](=O)[O-])cc1[N+](=O)[O-] | 0.0 | 0.3 | -6.9% | -13.2% | 6.5
7 | COc1ccc(NC(=S)Nc2cc(C)ccn2)c(OC)c1 | 1.4 | 1.0 | 0.7% | 2.5% | 10.6
8 | O=C1C2C(c3ccccc3)C=CC(c3ccccc3)C2C(=O)N1C1CCCCC1 (stereo unspecified) | -0.4 | -0.6 | 5.5% | -16.2% | -5.4

# | TrxR1 inh | PI4K2A inh | TRHR PAM | TrxR1 substrate
1 | 13.2%[57.1 µM] | 3.8 | x | 3.4%[57.1 µM]
2 | 24.5%[57.1 µM] | -3.6 | -3.8 | 2.2%[57.1 µM]
3 | 0.0% | -3.7 | 2.4 | -1.7%
4 | -11.1% | 4.0 | 2.9 | -3.2%
5 | -14.6% | -5.0 | -4.1 | -14.3%
6 | 5.6% | 2.3 | 1.9 | 0.5%
7 | u | 10.6 | -3.3 | -2.9%
8 | 11.8%[57.1 µM] | -0.3 | 35.3* | -8.6%[57.1 µM]

# | Structure | TRHR agonist | D2 ag | mIDH1 inhibitor | USP1 inh | D2 antag
9 | CC1CN(CC(=O)Nc2ccccc2Sc2ccccc2)CC(C)O1 (stereo unspecified) | -0.4 | -0.4 | 2.5% | -6.7% | -4.7
10 | COCCN(C(=O)CSc1nc2ccccc2c(=O)n1CCOC)c1c(N)n(Cc2ccccc2)c(=O)[nH]c1=O | 0.5 | 0.3 | 23.5% | -2.3% | 3.8
11 | CCOc1ccccc1NC(=O)NC1CCCCCCC1 | -0.3 | 1.0 | -9.2% | -23.2% | 11.2
12 | Cc1ccccc1-c1nnc(NC(=O)c2cc3ccccc3oc2=O)s1 | -0.1 | 1.5 | x | x | 2.2
13 | O=C(Nc1nnc(C2=COCCO2)o1)c1cccc(Br)c1 | -1.0 | -1.1 | -19.5% | -6.3% | 2.7
14 | COc1cc(OC)cc(-c2nnc(SCC(=O)N3CCCC3)o2)c1 | -0.1 | -0.1 | 1.0% | -18.1% | -10.1
15 | Cn1c(-c2c(N)n(-c3ccccc3)c3nc4ccccc4nc23)nc2ccccc21 | 17.0 | 14.9 | -1.4% | -4.2% | -7.4
16 | COc1ccc(Cl)cc1-c1nc(SCC(=O)N(C)C2CCS(=O)(=O)C2)n[nH]1 (stereo unspecified) | x | x | 8.3% | -22.5% | x

# | TrxR1 inh | PI4K2A inh | TRHR PAM | TrxR1 substrate
9 | -15.1% | 6.1 | -4.0 | -6.0%
10 | 29.9%[57.1 µM] | -0.3 | 3.8 | 6.3%
11 | 19.4% | -0.2 | -0.8 | 6.3%
12 | x | x | -0.2 | x
13 | -6.1% | -9.9 | -3.4 | -4.5%
14 | 1.6%[57.1 µM] | 3.5 | 4.5 | 3.9%[57.1 µM]
15 | 7.5% | -4.9 | 1.8 | 1.7%
16 | 19.3% | 5.1 | x | 8.5%

Quoted from above (seven entries):
# | Structure | TRHR agonist | D2 ag | mIDH1 inhibitor | USP1 inh | D2 antag
1 | CC1=CC(=O)C(C(C)=Nc2cccc(Cl)c2)C(=O)O1 (stereo unspecified) | x | x | 5.7% | -7.7% | x
2 | Cc1cc(F)ccc1S(=O)(=O)Nc1ccccc1C(=O)NCc1cccnc1 | -0.7 | 0.2 | 4.1% | -11.4% | -0.4
3 | Cc1ccccc1OCC(O)Cn1c(SC(C)C)nc2c1c(=O)[nH]c(=O)n2C (stereo unspecified) | -1.2 | -0.5 | 9.2% | -12.4% | -6.2
4 | COCC(=O)N1CCC(Oc2ccc(C(=O)N3CCCCCCC3)cc2)CC1 | 1.1 | 0.7 | 7.2% | -5.5% | -11.3
5 | COc1ccc(CCNC(=O)C2CCN(S(=O)(=O)c3ccc4nc5c(c(C(=O)O)c4c3)CCCC5)CC2)cc1OC | 0.7 | 0.4 | -8.0% | -17.2% | 2.9
6 | CCC(CC)=NNc1ccc([N+](=O)[O-])cc1[N+](=O)[O-] | 0.0 | 0.3 | -6.9% | -13.2% | 6.5
7 | COc1ccc(NC(=S)Nc2cc(C)ccn2)c(OC)c1 | 1.4 | 1.0 | 0.7% | 2.5% | 10.6

# | TrxR1 inh | PI4K2A inh | TRHR PAM | TrxR1 substrate
1 | 13.2%[57.1 µM] | 3.8 | x | 3.4%[57.1 µM]
2 | 24.5%[57.1 µM] | -3.6 | -3.8 | 2.2%[57.1 µM]
3 | 0.0% | -3.7 | 2.4 | -1.7%
4 | -11.1% | 4.0 | 2.9 | -3.2%
5 | -14.6% | -5.0 | -4.1 | -14.3%
6 | 5.6% | 2.3 | 1.9 | 0.5%
7 | u | 10.6 | -3.3 | -2.9%

Next part.
# | Structure | TRHR agonist | D2 ag | mIDH1 inhibitor | USP1 inh | D2 antag
17 | CC(OC(=O)c1ccccc1NCc1ccco1)C(=O)Nc1ncc(Cl)cc1Cl (stereo unspecified) | -0.3 | -0.5 | -0.3% | -15.9% | 12.3
18 | Cc1ccc(NC(=O)/C=C\C(=O)NCC(=O)O)cc1 | -0.3 | 4.5 | -4.2% | -8.3% | 4.2
19 | Cc1nc2cc(-c3ccsc3-n3c(C)ccc3C)[nH]n2c(=O)c1Cl | 1.8 | 0.6 | -5.1% | -15.9% | -6.0
20 | O=C(O)c1ccccc1NC(=O)c1cc(-c2ccccc2)nc2ccccc12 | -0.1 | -1.9 | 10.8% | -10.5% | 0.7
21 | CC(C(=O)NCc1ccc(F)cc1)n1ccc2cc(S(=O)(=O)N3CCCC3)ccc21 (stereo unspecified) | 0.0 | -0.7 | 12.3% | -10.1% | 11.8
22 | COc1ccc(N(CC(=O)N2CCc3ccccc3C2)S(=O)(=O)c2ccc(C)cc2)cc1Cl | 19.4 | 0.2 | 0.1% | -9.0% | x
23 | O=C(Cc1ccc(NC(=O)C2CCN(C(=O)C3CCCCC3)CC2)cc1)Nc1cccc(C(=O)N2CCCCC2)c1 | x | x | -2.6%[38.3 µM] | -19.8% | x
24 | CC(C)Cc1nc2oc3c(=O)[nH]cnc3c2c2c1CCCC2 | -0.4 | -1.1 | 0.7% | -19.3% | 5.7

# | TrxR1 inh | PI4K2A inh | TRHR PAM | TrxR1 substrate
17 | 21.0%[57.1 µM] | -5.1 | 2.4 | 27.6%[57.1 µM]
18 | -22.6% | -1.1 | 1.0 | 5.9%
19 | -29.5% | -27.7 | 5.2 | -8.7%
20 | -1.4%[57.1 µM] | 4.2 | 2.9 | -1.9%[57.1 µM]
21 | 20.6% | -0.1 | -14.0 | -2.3%
22 | 8.1% | 3.7 | -6.5 | -2.9%
23 | 29.9% | 2.7 | x | 11.0%[2.29 µM]
24 | -2.4% | -2.0 | -2.9 | 3.8%

# | Structure | TRHR agonist | D2 ag | mIDH1 inhibitor | USP1 inh | D2 antag
25 | O=C(COc1ccccc1F)NCC(c1ccco1)N1CCCC1 (stereo unspecified) | 0.9 | 0.5 | -5.5% | -7.0% | 10.8
26 | Cc1nn(C)c(Nc2ccc(Br)cc2)c1Br | -0.8 | 0.3 | 3.1% | -9.9% | -14.8
27 | O=c1cc2nc(-c3cccs3)nc(SCCOc3ccc(Cl)cc3)n2[nH]1 | -0.4 | 0.0 | -12.7% | 35.8%[activator] | x
28 | O=C(NCc1nc2ccccc2[nH]1)c1ccc(Cl)c(S(=O)(=O)N2CCCC2)c1 | -0.9 | -0.3 | -2.3% | 8.3% | -4.1
29 | CN(C(=O)c1cc(-c2ccc3c(c2)OCO3)on1)c1ccccc1 | -0.5 | x | -0.8% | -13.9% | x
30 | COc1ccc(OC)c(C2=NS(=O)(=O)N(C)C(C(=O)Nc3ccc(F)cc3F)=C2)c1 | 0.3&0.2 | -0.8&0.3 | 1.7%&-9.0% | -24.6%&-25.6% | 11.8
31 | CCN(CC)S(=O)(=O)c1ccc(C)c(NC(=O)c2cc(C)oc2C)c1 | -0.4 | 1.4 | 0.0% | -14.5% | -12.2
32 | Cc1ccc(C(=O)O/N=C(/c2nonc2N)N(C)C)cc1 | -0.1 | 0.7 | 1.9% | -14.1% | 4.1
33 | O=C1OCC2=C1C(c1ccc(Cl)cc1)CC(=O)N2c1ccc(F)cc1 (stereo unspecified) | 0.2 | 0.3 | 4.0% | -12.2% | -10.5
34 | Cc1ccc(CNC(=O)COC(=O)c2c(C)noc2C)cc1 | -1.2 | 4.4 | 6.8% | -12.3% | 21.9

# | TrxR1 inh | PI4K2A inh | TRHR PAM | TrxR1 substrate
25 | 21.9%[57.1 µM] | 1.4 | -0.1 | 10.8%[57.1 µM]
26 | 16.8%[57.1 µM] | -4.1 | 1.9 | -5.8%
27 | 19.0%[57.1 µM] | -3.5 | -4.1 | 14.9%[57.1 µM]
28 | -7.7% | -0.9 | -4.6 | -2.1%
29 | 5.8% | -6.5 | -4.0 | -0.9%
30 | -9.6%&16.1% | -1.5&-1.0 | -6.3&-0.1 | -10.0%&-0.7%
31 | 0.2% | 1.0 | 1.1 | -4.2%
32 | -1.7%[57.1 µM] | 8.4 | -4.8 | 7.2%
33 | 3.6%[57.1 µM] | 1.3 | 17.7 | 6.2%[57.1 µM]
34 | -0.1% | 8.4 | -1.7 | 3.0%
